Screens from PubChem BioAssay.
FLuc modulator: qHTS profiling assay for firefly luciferase inhibitor/activator using purifed enzyme and Km concentrations of substrates (counterscreen for miR-21 project). Potency, µM (top dose mostly 57.5 µM), for inactives: at the highest dose activity change, negative = inhibition, usual class: inhibitors. AID 588342, 2011. 360,000 compounds, 6.9% hits. purified FLuc, Km substrates, luminescence inhibition;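 also: potency is read from the fitted curve at half-maximal effect; plate controls were vehicle for no effect and reference inhibitor for full effect; nearly all actives have a fitted effect of over 55% in size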
Target sequence (P08659 whole entry, looked up): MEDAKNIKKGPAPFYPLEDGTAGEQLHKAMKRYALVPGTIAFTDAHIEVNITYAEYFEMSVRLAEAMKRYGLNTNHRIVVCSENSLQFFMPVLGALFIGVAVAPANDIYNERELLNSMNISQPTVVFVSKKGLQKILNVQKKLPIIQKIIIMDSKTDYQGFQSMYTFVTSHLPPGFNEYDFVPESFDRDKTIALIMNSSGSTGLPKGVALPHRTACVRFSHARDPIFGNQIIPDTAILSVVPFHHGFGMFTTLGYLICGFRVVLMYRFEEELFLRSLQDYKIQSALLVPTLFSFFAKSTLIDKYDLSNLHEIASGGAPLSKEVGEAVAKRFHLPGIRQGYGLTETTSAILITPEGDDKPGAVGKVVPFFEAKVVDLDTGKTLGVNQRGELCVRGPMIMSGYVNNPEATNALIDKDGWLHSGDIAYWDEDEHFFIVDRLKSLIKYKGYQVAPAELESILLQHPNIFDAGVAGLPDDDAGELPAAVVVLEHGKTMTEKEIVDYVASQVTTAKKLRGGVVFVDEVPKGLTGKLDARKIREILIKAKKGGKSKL
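Purified P. pyralis luciferase, 10 nM final, with Km-level 10 uM D-luciferin and 10 uM ATP in 50 mM Tris acetate pH 7.5, 10 mM Mg acetate, 0.01% Tween-20, 0.05% BSA; 6-point qHTS titration about 60 µM downward; luminescence read.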
Gal4-VP16 FLuc: VP16 counterscreen qHTS for inhibitors of ROR gamma transcriptional activity. Potency, µM (top dose mostly 53.6 µM), for the others: at the highest dose activity, negative = inhibition, hits mostly inhibitors. Drosophila S2 Gal4-VP16 UAS-luciferase, luminescence, 20 h. 310,000 compounds, 3.5% hits. AID 2546, 2010;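 also: Gal4-VP16 expression switched on by copper sulfate through the metallothionein promoter; potency is read from the fitted curve at half-maximal effect; % is scaled to controls: 0 for no effect and ±100 for the full control effect; nearly all actives have a fitted effect of over 50% in size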
NPC1 prom act: qHTS Assay for NPC1 Promoter Activators; Huh7 NPC1 promoter luciferase reporter, 24 h; Potency, µM (doses to about 9.22 µM), inactives show at the top dose activation, hits mostly activators; 320,000 compounds, 2.4% hits;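 also: potency is read from the fitted curve at half-maximal effect; % of control where 0% means no effect; nearly all actives have a fitted effect of over 60% in size; reporter is driven by a mutant NPC1 promoter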
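In 1536-well qHTS, Huh7 cells harboring an NPC1 promoter–luciferase construct received compound for 24 h; activation was quantified by luminescence following luciferase reagent addition.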
Giardia killer: Small Molecules that selectively kill Giardia lamblia: qHTS; activity change, % at 7.66 µM, hits read low; Giardia lamblia trophozoite viability; AID 540267, 2011; 340,000 compounds, 0.15% hits; in the data active = activity change below about -80%; inconclusive = between about -30% and that limit;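 also: parasites exposed to compound for two days anaerobically before the ATP read; % is scaled to controls: 0 for no effect and ±100 for the full control effect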
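Giardia lamblia trophozoites (100 cells/well) were incubated with compounds for 48 h at 37 deg C under anaerobic conditions. Viability was read as ATP content by one-step luminescence after 15-30 min at room temperature.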
Rab9 promoter act: qHTS Assay for Rab9 Promoter Activators; Potency, µM (top dose mostly 9.22 µM), for the others: at the top dose activation, negative = inhibition, hits mostly activators; Huh7 Rab9 promoter-luciferase reporter, luminescence, 24 h; 320,000 compounds, 2.8% hits; AID 485297, 2010; also: potency is read from the fitted curve at half-maximal effect; % of control where 0% means no effect; nearly all actives have a fitted effect of over 60% in size
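Quantitative HTS format; Huh7 Rab9-luciferase reporter cells (1500/well) receive compound 2 h post-plating, incubate 24 h at 37 °C, then get luciferase reagent for 10 min before luminescence reading.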
p53 reactivation: qHTS assay for re-activators of p53 using a Luc reporter. H1299 p53-A138V BP100-luciferase reporter, luminescence, 24 h. Potency, µM (top dose mostly 92.2 µM), inactives show at the top dose activity change, positive = activation, most hits filed as activators. 320,000 compounds, 0.063% hits; also: potency is read from the fitted curve at half-maximal effect; % of control where 0% means no effect; nearly all actives have a fitted effect of over 45% in size
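H1299 (p53-null), stable ts p53-A138V + BP100-Luc; 1000 cells/well, Opti-MEM/10% FBS; cpd 4 pt, 1:5; 24 h, 37 deg C, 5% CO2; detection reagent 10 min RT; luminescence.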
Menin MLL FP TR: qHTS Assay for Inhibitors Targeting the Menin-MLL Interaction in MLL Related Leukemias: Competition With Texas Red Labeled MLL-derived Mutant Peptide. Menin + Texas Red MLL mutant peptide, fluorescence polarization. Potency, µM (doses to about 61.6 µM), inactives show top-dose FP activity change, negative = inhibition, actives largely listed as inhibitors. 270,000 compounds, 0.23% hits. AID 1768, 2009; active = well fitted inhibition curve with a large enough effect in the polarisation, with a control signal flat, not every such curve was filed as active; inconclusive = small, poorly fitted or top-dose-only effect, or effect the other way, or a change in a side signal; inactive = no such curve, though single readings can be large or run the other way; the % refers to the polarisation; also: potency is read from the fitted curve at half-maximal effect; % of control where 0% means no effect; many of its hits are not listed in these tables
BRCA1 expr act: qHTS Assay to Identify Small Molecule Activators of BRCA1 Expression | Potency, µM (series often up to 46.1 µM), without a hit: at the top dose activation, most hits filed as activators | MCF7-BRCA1-FFLuc reporter, luminescence, 48 h; response scale: scaled: vehicle 0%, 10 µM genistein 100% | 380,000 compounds, 1.1% hits; also: potency is read from the fitted curve at half-maximal effect; nearly all actives have a fitted effect of over 80% in size; some results filed as inactive show a strong effect at the top dose
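Luminescence from a BRCA1-driven firefly luciferase in MCF7 cells was the read-out, taken 15 min after substrate addition following 48 h compound exposure at 37 °C. Data were normalized to a 10 microM genistein control and DMSO vehicle.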
ELG1 genotoxic: qHTS screen for small molecules that induce genotoxicity in human embryonic kidney (HEK293T) cells expressing luciferase-tagged ELG1 | HEK293T ELG1-luciferase reporter, luminescence, 16 h | Potency, µM (doses to about 46 µM), inactives show at the top dose activity change, positive = activation, hits mostly activators | 330,000 compounds, 1.3% hits | AID 504466, 2011; also: potency is read from the fitted curve at half-maximal effect; % of control where 0% means no effect; nearly all actives have a fitted effect of over 60% in size
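Genotoxicity was scored as increased ELG1-luciferase reporter signal, measured by ONE-Glo luminescence (30 min, room temperature). Compound or vehicle exposure of the HEK293T reporter cells lasted 16 hr at 37°C.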
PKM2 act: qHTS Assay for Activators of Human Muscle isoform 2 Pyruvate Kinase; Potency, µM (top dose mostly 57.5 µM), without a hit: at the top dose activation, actives largely listed as activators; 260,000 compounds, 0.34% hits; purified PKM2, Kinase-Glo ATP luminescence, activation; response scale: 0% is enzyme alone, no compound; Pyruvate kinase PKM (Homo sapiens), P14618; also: potency is read from the fitted curve at half-maximal effect; % is scaled to controls: 0 for no effect and ±100 for the full control effect; nearly all actives have a fitted effect of over 55% in size
Target sequence (P14618 whole entry, looked up, canonical isoform): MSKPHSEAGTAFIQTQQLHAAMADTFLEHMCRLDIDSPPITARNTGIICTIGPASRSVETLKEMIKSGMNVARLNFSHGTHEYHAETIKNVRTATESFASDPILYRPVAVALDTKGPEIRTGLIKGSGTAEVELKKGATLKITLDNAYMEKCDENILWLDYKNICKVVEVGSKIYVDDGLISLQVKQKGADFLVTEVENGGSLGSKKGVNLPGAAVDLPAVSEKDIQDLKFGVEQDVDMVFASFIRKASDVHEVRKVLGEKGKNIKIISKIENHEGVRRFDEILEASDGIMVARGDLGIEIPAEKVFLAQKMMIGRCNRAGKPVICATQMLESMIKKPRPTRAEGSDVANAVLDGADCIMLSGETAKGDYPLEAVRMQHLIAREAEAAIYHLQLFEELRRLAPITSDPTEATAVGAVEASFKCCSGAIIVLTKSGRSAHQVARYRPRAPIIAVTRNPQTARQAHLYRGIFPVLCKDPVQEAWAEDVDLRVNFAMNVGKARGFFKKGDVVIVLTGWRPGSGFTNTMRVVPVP
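ATP formation by purified human PK-M2, quantified via coupled luciferase luminescence after 1 h at room temperature with 0.1 mM ADP and 0.5 mM PEP final.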
RORgamma inh: qHTS for inhibitors of ROR gamma transcriptional activity; Drosophila S2 Gal4-RORgamma UAS-luciferase reporter, 20 h; Potency, µM (highest dose often 53.6 µM), for the others: at the top dose activity change, negative = inhibition, hits mostly inhibitors; 310,000 compounds, 5.4% hits; AID 2551, 2010; also: potency is read from the fitted curve at half-maximal effect; % is scaled to controls: 0 for no effect and ±100 for the full control effect; nearly all actives have a fitted effect of over 60% in size
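Stably transfected Drosophila Schneider cells are the test system, with ROR gamma fused to Gal4 and luciferase under UAS control; luminescence is read after 20 hr of 700 uM copper sulfate induction at ambient temperature.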
Numbers without * were called inactive; ? = inconclusive; / = no result given; & = joins results of further samples; [ ] = dose if it differs, or a comment. Unless noted, calls follow the shape of the dose curve; as a rule, active = well fitted curve in the direction sought with a large enough effect; inconclusive = small, poorly fitted or top-dose-only effect, or another doubt; inactive = no such curve, though single readings can be large; an effect the other way counts as inactive or inconclusive.

The first two records as a preview:
SMILES	FLuc modulator	Gal4-VP16 FLuc	NPC1 prom act	Giardia killer	Rab9 promoter act	p53 reactivation	Menin MLL FP TR	BRCA1 expr act	ELG1 genotoxic	PKM2 act	RORgamma inh
CN(C(=O)c1cccs1)c1ccccc1C(=O)O	0%	1%	0%	5	1%	-4%	4%	2%	-8%	-12%	0%
O=S(=O)(O)c1cc2oc(-c3ccccc3)nc2c2ccccc12	9.5µM*	/	16%	-21	22%	11%	/	3%	-4%	/	/

All compounds of this part, from the start:
SMILES	FLuc modulator	Gal4-VP16 FLuc	NPC1 prom act	Giardia killer	Rab9 promoter act	p53 reactivation	Menin MLL FP TR	BRCA1 expr act	ELG1 genotoxic	PKM2 act	RORgamma inh
CN(C(=O)c1cccs1)c1ccccc1C(=O)O	0%	1%	0%	5	1%	-4%	4%	2%	-8%	-12%	0%
O=S(=O)(O)c1cc2oc(-c3ccccc3)nc2c2ccccc12	9.5µM*	/	16%	-21	22%	11%	/	3%	-4%	/	/
O=C(CSc1nnc(NC(=O)Cc2ccccc2)s1)NCC1CCCO1 (configuration not stated)	-5%	-11%	-2%	3	-9%	3%	-1%	-12%	-2%	0%	19%
Cc1cc(NC(=O)c2cc(C3CC3)on2)n(-c2ccccc2)n1	1%	2%	3%	8	0%	-5%	0%	-5%	?	-14%	-7%
Cc1cccc(C2N=C(N)Nc3nc4ccccc4n32)c1 (configuration not stated)	-2%&-7%	4%	-4%	12	-4%	-1%	/	-10%&-1%	5%	4%	4%
O=C(COc1ccccc1Cl)Nn1cnnc1	-1%	-6%	-2%	9	3%	0%	0%	-5%	-5%	0%	-19%
COc1ccc(S(=O)(=O)N2CCC(C(=O)NCC3CCCCC3)CC2)cc1	1%	15%	0%	7	0%	-3%	14%	-11%	-2%	/	5%
CCCCNC(=O)CN(C1CCCCC1)S(C)(=O)=O	6%	/	-1%	-6	-2%	-2%	10%	7%	10%	2%	-1%[0.365 µM]
Cc1ccc(-c2csc(/C(C#N)=C(\O)CCl)n2)cc1	11µM*	?	23%	9	?	7%	?	-27%	17%	12%	?
COc1ccc(CN2CCN(Cc3c[nH]c4ccccc34)CC2)cc1	-2%	2%	-1%	-14	-1%	-7%	?	-35%	-7%	/	-6%
Cc1cccc(C)c1NC(=O)CC1SC2=NCCN2C1=O (configuration not stated)	3%	-2%	-4%	-18	-4%	-7%	-19%	0%	-3%	6%	-23%
O=[N+]([O-])c1ccc(N2CCOCC2)cc1N1CCCCC1	-6%	5%	-8%	3	4%	3%	-1%	-20%	4%	1%	17%
COc1cccc(NC(=O)C23CCC(C)(C(=O)O2)C3(C)C)c1 (configuration not stated)	-5%	14%	0%	2	3%	-4%	-3%	3%	-1%	-15%	-12%
CC1(C(=O)NCCN2CCOCC2)C=CC2(CCCCC2)N1C(=O)c1ccccc1 (configuration not stated)	?	23%&19%	0%	56[activator]	22%	?	-1%&5%	11%	12%	-4%&4%	11%&8%
O=C(CSc1ccc2nnc(-c3cccnc3)n2n1)N1CCOCC1	-1%	1%	1%	14	-7%	-4%	-23%	0%	-2%	9%	33%
COC(=O)[C@@H]1OC(=O)[C@H]2O[C@@]23[C@@]1(C)CC[C@@H]1[C@@]2(C)C=CC(=O)OC(C)(C)[C@@H]2CC(=O)[C@]13C	1%	/	-5%	26	-5%	8%	/	-5%	4%	/	/
O=C1CC(N2CCN(S(=O)(=O)c3ccccc3F)CC2)C(=O)N1c1ccccc1Cl (configuration not stated)	7%	/	3%	-4	-5%	-2%	/	13%	2%	/	/
COc1ccc(C2/C(=C(/O)c3ccc(C)cc3)C(=O)C(=O)N2C)cc1 (configuration not stated)	-1%	2%	-4%	10	-4%	6%	-15%	-14%	-2%	-2%	2%
C=CCc1ccc(OCCCCNC(C)CC)c(OC)c1 (configuration not stated)	6%	1%	0%	-16	-2%	-3%	-1%	-35%	-6%	-1%	-12%
CCOC(=O)C1=NN(c2ccc(OC)cc2)C2C(=O)N(c3ccccc3OC)C(=O)C12 (configuration not stated)	1%	-4%	1%	14	-10%	-2%	/	-3%	3%	-5%	2%
COc1ccc(NC(=O)C2CCN(S(=O)(=O)c3ccc4c(c3)CC(C)N4C(C)=O)CC2)c(OC)c1 (configuration not stated)	0%	-5%	-1%	-21	-4%	-12%	-11%	-13%	-5%	6%[0.46 µM]	28%
COc1cccc(NC(=O)C(c2ccccc2)N2CCNC(=O)C2)c1 (configuration not stated)	-2%	1%	1%	/	1%	0%	-5%	/	4%	2%	29%
COC(=O)c1cccc(NC(=O)C2COc3ccccc3O2)c1C (configuration not stated)	-14%	5%	?	1	1%	9%	6%	6%	13%	4%	-6%[10 µM]
CC(C)Oc1ccc(/C=C(/NC(=O)c2ccccc2)C(=O)NC(Cc2ccccc2)C(=O)O)cc1 (configuration not stated)	3%	3%	0%	-11	2%	0%	15%	-11%	-5%	/	-12%
O=C(NCc1nnc(SCC(=O)N2CCCC2)o1)c1ccccc1F	5%	10%	-6%	-5	0%	-1%	/	-9%	0%	2%	6%
Cc1ccc(N2CC(C(=O)Nc3nc4ccc(S(C)(=O)=O)cc4s3)CC2=O)cc1C (configuration not stated)	?	11%	-1%	-10	4%	-3%	18%	-2%	-7%	-5%	75%
COc1ccc(-c2c(-c3cc(OC)cc(OC)c3)n(C)c3ccc(-c4ccc(OC)cc4F)cc23)cc1	1%	/	4%	-3	1%	5%	/	-8%	2%	/	/
COc1cccc2[nH]c3c(N4CCN(Cc5ccc6c(c5)OCO6)CC4)ncnc3c12	-11%	-3%	-3%	/	-8%	1%	7%	/	-32%[inhibitor]	7%	28%
CCOC(=O)c1c(C)[nH]c(C(=O)COC(=O)CNC(=O)c2ccc(Cl)cc2Cl)c1C	-2%	-23%	6%	-14	0%	-7%	-1%	53%	10%	-12%	14%
Nc1ccc2oc(-c3cccc4ccccc34)nc2c1	13µM*	-10%	-2%	-9	8%	-13%	?	-41%	8%	-2%	0%
CCOc1ccc(-n2nc(C(=O)N3CCN(CC)CC3)c3ccccc3c2=O)cc1	0%	-12%	-3%	-7	-4%	-16%	-2%	0%	-2%	-14%	-10%
COc1cc2c(cc1O)[C@@H]1Cc3cc(O)c(OC)cc3[C@H](C2)N1C	2%	2%	-9%	5	-9%	-2%	/	5%	0%	2%	1%
COC(=O)c1cn(C(=O)c2ccc(F)cc2)c2ccccc12	0%	/	-5%	2	0%	/	-5%	-2%	4%	5%	/
Cc1c(CC(=O)N[C@@H](C)C(=O)O)c(=O)oc2cc3occ(-c4ccccc4)c3cc12	21µM*	-2%	-1%	6	-2%	-2%	-6%	-15%	-6%	/	-6%
CCc1ccccc1NC(=O)/C(C#N)=C/c1ccc(Sc2ccccc2)o1	?	-24%	0%	2	-4%	4%	2%	-24%	-4%	0%	-6%
CC1(C)CC(=O)c2sc(NS(=O)(=O)c3ccccc3)nc2C1	?	-7%	-6%	-1	-7%	-3%	-15%	-7%	2%	3%	11%
CCC(=O)N1CCC2(CC1)Oc1ccc(F)cc1C(=O)C21CC(c2cccnc2)=NO1 (configuration not stated)	-1%	1%	0%	13	-10%	1%	/	-9%	1%	8%	6%
Cc1nc2c(-c3ccccc3)c[nH]n2c(=O)c1Cc1ccccc1	27µM*	-9%	8%	6	?	-3%	23%	55%	1%	-14%	4%
O=C(O)c1cc([N+](=O)[O-])c(Nc2cccc3ccccc23)c([N+](=O)[O-])c1	?	1%	0%	4	0%	7%	?	0%	0%	-4%	-8%
CC1CCC2C(=O)N(c3cccc(OS(=O)(=O)c4ccccc4)c3)C(=O)C2C1 (configuration not stated)	3%	-2%	-8%	18	-4%	2%	0%	-15%	0%	-2%	14%
Cc1ccc(F)cc1NC(=O)N1CCNC(=O)C1CC(=O)Nc1cc(Cl)ccc1Cl (configuration not stated)	1%	-2%	-3%	24	4%	18%	/	-25%	-3%	10%	3%

Not all compounds are listed; rates above refer to the full screens.
